C8 TRAIL sens: caspase-8 TRAIL sensitization. NB7+C8 cells + TRAIL, ATPlite viability luminescence. inhibition (viability loss, TRAIL sensitization), % at 10 µM. 360,000 compounds, 1% hits;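 active = compounds causing at least 50% loss of cell viability in the single-dose screen, relative to plate controls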
TROY signal inh: inhibitors of TROY-dependent NF-kB signaling. Q293 LMP1-TROYcd NF-kB luciferase reporter, 4 h. inhibition, % at 10 µM. 360,000 compounds, 0.98% hits;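 active = compounds whose plate-normalised and pattern-corrected inhibition of the luciferase reporter signal at the single screening dose is 50% or more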
TWEAK-Fn14 inh: TWEAK-Fn14 signaling inhibition; 360,000 compounds, 2% hits; inhibition, % at 10 µM; AID 1159606; TWEAK-stimulated Fn14 reporter cells, luciferase luminescence, 8 h; in the data active = inhibition above about 50%
NOD2 RIPK2 PPI: NOD2-RIPK2 protein interaction inhibition; inhibition, % at 4.98 µM; AID 624267; CHO BLA complementation NOD2-RIPK2, CCF4 ratio; O43353; 360,000 compounds, 0.38% hits; in the data active = inhibition above about 21%;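 note: 0% = vehicle only and 100% = reference blocker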
LRH-1 inv ag: NR5A2 inverse agonism in reporter assay | HEK293T StAR-luciferase reporter, LRH-1 transfected, 24 h | 360,000 compounds, 0.13% hits | O00482 | AID 602396 | inhibition, % at 3.6 µM;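 active = inhibition above the mean inhibition of all tested compounds plus 3 SD, cut at about 73% in these data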;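 note: 0% = DMSO wells and 100% = reporter-only cells lacking LRH-1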
COUP-TFII inh: inhibitors of human COUP-TFII (NR2F2) | P24468 | HEK293T NGFI-A luciferase reporter, luminescence | inhibition, % at 8.6 µM | 370,000 compounds, 0.7% hits;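 active = inhibition above a per-plate cutoff, mean inhibition of test wells between control levels plus 3 SD, cut at about 38% in these data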;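 note: cells cotransfected with COUP-TFII expression vector driving the NGFI-A reporter; 0% = median of COUP-TF2 test wells and 100% = reporter-only cells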
TLR9-MyD88 block: inhibitors of human TLR9-MyD88 binding; Q9NR96+Q99836; CHO BLA complementation TLR9-MyD88, CCF4 FRET ratio; inhibition, % at 4.98 µM; 340,000 compounds, 0.21% hits; AID 504734;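 active = inhibition above the mean over all tested compounds plus 3 SD, cut at about 21% in these data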;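 note: 0% = DMSO only wells and 100% = clavulanate BLA inhibitor control wells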
SRC3 inh: inhibits human SRC3 coactivator. HEK293 GAL4-SRC3 luciferase reporter, luminescence. inhibition, % at 3.6 µM. 360,000 compounds, 0.17% hits. AID 588352;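 active = inhibition above a per-campaign cutoff, the mean of all compounds plus 3 SD, cut at about 60% in these data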;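 note: 0% = DMSO-treated cells and 100% = gossypol-treated cells at 36 µM; higher means less SRC3-driven luciferase light from the GAL4 reporter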
NCOA1 inh: inhibitors of human steroid receptor coactivator 1 (SRC1); Q15788; HEK293 GAL4-SRC1 luciferase reporter, luminescence; inhibition, % at 3.6 µM; 360,000 compounds, 0.12% hits; AID 588354;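 active = inhibition above the campaign mean plus 3 SD, with each screening campaign given its own cutoff, cut at about 60% in these data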;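 note: 0% = DMSO treated cells and 100% = gossypol at 36 µM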
Target sequence (Q15788 whole entry, looked up, the tested form may be a part): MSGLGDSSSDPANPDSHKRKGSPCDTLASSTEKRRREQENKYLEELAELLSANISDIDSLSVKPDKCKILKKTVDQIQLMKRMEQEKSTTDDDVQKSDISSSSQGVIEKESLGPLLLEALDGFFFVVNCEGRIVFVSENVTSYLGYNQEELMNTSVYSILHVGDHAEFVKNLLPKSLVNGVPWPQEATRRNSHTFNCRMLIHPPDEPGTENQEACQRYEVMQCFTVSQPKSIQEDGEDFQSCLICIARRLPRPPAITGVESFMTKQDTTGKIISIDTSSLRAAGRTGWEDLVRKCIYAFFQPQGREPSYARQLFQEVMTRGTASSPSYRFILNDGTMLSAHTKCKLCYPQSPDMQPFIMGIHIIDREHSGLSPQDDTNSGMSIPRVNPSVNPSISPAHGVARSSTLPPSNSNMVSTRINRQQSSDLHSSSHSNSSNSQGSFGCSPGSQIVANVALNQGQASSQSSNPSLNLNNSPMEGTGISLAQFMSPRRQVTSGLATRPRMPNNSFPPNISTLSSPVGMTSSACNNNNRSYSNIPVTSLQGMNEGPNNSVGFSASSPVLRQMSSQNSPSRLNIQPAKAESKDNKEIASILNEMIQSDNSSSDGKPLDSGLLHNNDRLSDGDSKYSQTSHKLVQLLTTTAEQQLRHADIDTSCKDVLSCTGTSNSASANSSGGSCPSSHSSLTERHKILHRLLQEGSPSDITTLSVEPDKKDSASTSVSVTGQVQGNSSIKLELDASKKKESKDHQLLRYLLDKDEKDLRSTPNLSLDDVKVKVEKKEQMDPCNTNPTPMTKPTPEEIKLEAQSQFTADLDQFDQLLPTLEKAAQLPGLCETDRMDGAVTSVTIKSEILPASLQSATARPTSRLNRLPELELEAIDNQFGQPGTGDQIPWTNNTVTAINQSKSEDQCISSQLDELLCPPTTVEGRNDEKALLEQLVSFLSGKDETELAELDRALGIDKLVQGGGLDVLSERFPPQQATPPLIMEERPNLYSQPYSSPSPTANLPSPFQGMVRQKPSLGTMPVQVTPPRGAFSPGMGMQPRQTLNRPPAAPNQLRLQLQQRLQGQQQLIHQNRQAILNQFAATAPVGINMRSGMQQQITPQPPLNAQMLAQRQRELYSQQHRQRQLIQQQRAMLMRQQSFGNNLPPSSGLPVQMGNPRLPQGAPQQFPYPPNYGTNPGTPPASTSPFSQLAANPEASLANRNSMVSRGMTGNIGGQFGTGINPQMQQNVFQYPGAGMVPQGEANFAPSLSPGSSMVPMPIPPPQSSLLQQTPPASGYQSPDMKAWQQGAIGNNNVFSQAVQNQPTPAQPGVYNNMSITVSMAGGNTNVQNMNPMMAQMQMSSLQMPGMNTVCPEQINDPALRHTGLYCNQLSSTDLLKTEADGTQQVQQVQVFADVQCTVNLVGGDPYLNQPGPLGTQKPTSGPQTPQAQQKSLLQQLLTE
SRC2 inh: inhibits human steroid receptor coactivator 2. Q15596. HEK293 GAL4-SRC2 luciferase reporter, luminescence. 370,000 compounds, 0.17% hits. inhibition, % at 9 µM;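 active = inhibition above the mean inhibition of all tested compounds plus 3 SD, set per campaign, cut at about 52% in these data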;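 note: 0% = DMSO treated cells and 100% = cells given Gossypol at 36 µM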
LMP1 NFkB inh: reduces LMP1-driven NF-kappaB luciferase signal. 350,000 compounds, 0.69% hits. LMP1-induced NF-kappaB luciferase reporter cells, luminescence. inhibition, % at 12.5 µM. AID 504558; in the data active = inhibition above about 41%;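 note: 0% = neutral control wells and 100% = reference inhibitor control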
* marks the source's active call; other numbers are inactive results; . = no result given. Some of the compounds tested. The share of hits here may be higher or lower than overall.

cpd	SMILES	C8 TRAIL sens	TROY signal inh	TWEAK-Fn14 inh	NOD2 RIPK2 PPI	LRH-1 inv ag	COUP-TFII inh	TLR9-MyD88 block	SRC3 inh	NCOA1 inh	SRC2 inh	LMP1 NFkB inh
1	CC1CCCC(NC(=O)COC(=O)c2cccnc2Cl)C1C (configuration not stated)	-3	-6	-5	9	8	-13	9	4	2	3	7
2	O=C(/C=C/c1cccc([N+](=O)[O-])c1)N1CCN(C(=O)c2ccco2)CC1	1	-15	-32	-18	13	0	5	16	-24	-19	-4
3	CC(=O)c1c(C)[nH]c(C(=O)C(C)Sc2nnc(NC3CC3)s2)c1C (configuration not stated)	7	19	12	-8	32	37*	-5	25	11	-8	12
4	CCc1ccccc1NC(=O)CN(c1ccc(OC)cc1OC)S(=O)(=O)c1ccccc1[N+](=O)[O-]	0	2	-3	10	16	-6	12	8	-6	-9	-6
5	CC(C)=CCOc1c2ccoc2c(OCC=C(C)C)c2oc(=O)ccc12	2	13	31	-6	-20	20	4	4	6	1	3
6	Cn1c(Cn2nnc3ccccc32)nnc1SCC(N)=O	1	-4	7	8	0	-7	-5	-2	-6	-19	-3
7	Cc1cccc(C)c1NC(=O)CSc1nnnn1C	-8	-9	-6	-11	-8	-11	-2	10	0	12	-8
8	Cc1c(NC(=O)C(C)Sc2nc3ccccc3c(=O)n2CCO)c(=O)n(-c2ccccc2)n1C (configuration not stated)	-5	6	-3	-6	6	9	-1	2	-3	-2	-18
9	CCCCCN(C(=O)CCC(=O)OC(C)C(=O)NCc1ccccc1)c1c(N)n(CCCC)c(=O)[nH]c1=O (configuration not stated)	-15	12	-14	10	6	6	-5	9	5	5	5
10	c1ccc(CCc2nc(-c3ccc(-n4cccc4)cc3)no2)cc1	-5	-28	2	-14	-1	2	-10	-22	0	-29	0
11	Cc1cccc(N2CCN(S(=O)(=O)c3cccc4nonc34)CC2)c1C	9	11	22	6	3	-13	10	16	7	-3	3
12	CC(=O)Nc1ccc(-c2csc(NC(=O)C3CSC4(C)CCC(=O)N34)n2)cc1 (configuration not stated)	16	-1	-18	-12	-2	8	5	-5	-30	-17	4
13	COc1ccc(N2CCN(C(c3cccs3)C(C)NS(C)(=O)=O)CC2)cc1 (configuration not stated)	-2	-4	-1	-8	4	-2	-1	-2	-1	-8	1
14	COc1ccc(-c2nn(-c3ccccc3)cc2C(=O)N/N=C/c2ccc([N+](=O)[O-])o2)cc1	2	-1	25	1	16	-1	1	4	9	-6	-68
15	CC(C)(C)S(=O)(=O)c1ccc2nc3c(n2c1)CCCC3	6	-12	-11	-13	1	4	-8	-1	7	21	0
16	CCS(=O)(=O)CCn1c([N+](=O)[O-])cnc1C	-7	12	-27	-1	17	-7	-4	2	-10	-27	2
17	Cc1c(C)c2ccc(OCC(=O)N[C@@H](Cc3ccccc3)C(=O)O)cc2oc1=O	1	1	-4	-5	-11	2	5	-11	-17	4	6
18	COC(=O)c1ccc(CSc2nnnn2Cc2ccccc2)cc1	-7	-9	7	0	-25	18	1	17	-2	11	-9
19	O=C(Nc1cc(-c2nc3ncccc3o2)ccc1Cl)c1ccco1	-3	-34	-38	0	31	-18	-6	-9	-8	7	4
20	CCCCCCn1cc(C(=O)O)c(=O)c2cc(F)c(N3CCN(C(=O)OCC)CC3)cc21	9	-6	6	-13	-11	16	4	3	-14	-6	-41
21	COC(=O)Cn1ccc2cc(S(=O)(=O)N3CCCCCC3)ccc21	-4	-6	-18	6	-5	-20	-1	7	4	11	-8
22	CC(C)CC(N=Cc1c(O)c2ccccc2oc1=O)C(=O)O (configuration not stated)	-11	-12	22	-2	7	8	2	9	-1	-3	-1
23	CCCCSCCCNC(=O)Nc1ccc(CC)cc1	-5	-20	-14	-3	20	-14	-1	2	2	-18	8
24	COC(=O)C1CN(C(=O)C(C)Oc2ccc(C)c(C)c2)c2ccccc2O1 (configuration not stated)	1	-4	-3	1	3	-13	11	3	-55	20	-2
25	O=C1Nc2ccccc2Cc2ccccc21	-11	-24	-16	-12	-7	3	9	-24	-17	-7	-1
26	CCC(=O)N1CCN(c2nc3ccc(Br)cc3s2)CC1	13	-29	-10	-7	-105	8	4	-48	-83	-11	33
27	CC(C)NC(=O)CSc1ccccc1C(=O)NCc1ccc2c(c1)OCO2	-12	-4	15	-6	17	3	1	16	1	-16	-12
28	FC(F)Oc1ccc(-c2csc(=Nc3cccnc3)n2CC2CCCO2)cc1 (configuration not stated)	22	-4	19	-5	31	30	8	26	20	15	10
29	Clc1cccc(CN2CCc3c([nH]c4ccccc34)C2)c1Cl	46	33	7	4	6	0	-3	-2	-20	-29	10
30	CC(C(=O)NC1CCCCC1)N(Cc1ccc(F)cc1)C(=O)c1snc(C(N)=O)c1N (configuration not stated)	-1	-1	17	3	11	19	6	-3	1	-10	-3

Reprinted from the part before: 2 compounds, followed by the next part.
cpd	SMILES	C8 TRAIL sens	TROY signal inh	TWEAK-Fn14 inh	NOD2 RIPK2 PPI	LRH-1 inv ag	COUP-TFII inh	TLR9-MyD88 block	SRC3 inh	NCOA1 inh	SRC2 inh	LMP1 NFkB inh
29	Clc1cccc(CN2CCc3c([nH]c4ccccc34)C2)c1Cl	46	33	7	4	6	0	-3	-2	-20	-29	10
30	CC(C(=O)NC1CCCCC1)N(Cc1ccc(F)cc1)C(=O)c1snc(C(N)=O)c1N (configuration not stated)	-1	-1	17	3	11	19	6	-3	1	-10	-3
31	COc1ccc(C(CC(=O)c2ccc(C)cc2)Sc2ccccc2N)cc1 (configuration not stated)	9	11	70*	7	-20	-22	-9	-69	-72	-25	-50
32	Cc1ccc2c(CC(=O)O)coc2c1C	-13	4	-4	-6	-19	3	4	1	-8	4	-7
33	CCOC(=O)/C(C#N)=C1\Nc2ccccc2N=C1N(CC(C)C)CC(C)C	0	25	28	-4	9	23	7	15	10	-1	-28
34	Cc1cc(C)c2c(NC(N)=S)n[nH]c2n1	-14	-13	18	-9	1	7	1	16	9	24	3
35	CCn1cc(S(=O)(=O)NCCc2ccc(OC)c(OC)c2)cn1	4	-22	14	4	3	-22	-7	4	-7	-13	2
36	CC(C)C[C@H]1CN(CCCC[C@H]2CNC(=O)C(=O)N2CCc2ccc(O)cc2)C(=O)C(=O)N1CCc1ccc(O)cc1	-8	1	-10	-12	2	0	.	.	.	-4	.
37	Cc1noc(C)c1C(=O)NNc1ccc(C(C)C)cc1	-20	3	-5	-8	-14	5	-3	3	-12	-16	-11
38	O=C(CCN1C(=O)[C@H]2CC=CC[C@H]2C1=O)NCc1nc(-c2ccc(Cl)cc2)no1	-10	20	11	-2	-3	-18	2	0	1	16	2
39	COc1ccc(NS(=O)(=O)c2ccc3oc(SC)nc3c2)cc1	-7	9	12	3	4	26	3	1	8	10	2
40	Cc1[nH]n(-c2ccccc2)c(=O)c1N=Nc1ccc(C(N)=O)cc1	16	3	-24	1	10	3	9	-16	-4	4	-2
41	CC1CCc2nn(CC(=O)Nc3ccc(F)cc3F)cc2C1 (configuration not stated)	-10	-11	-21	-3	4	10	-5	-16	-16	-75	-9
42	Cc1cccc(N(C(=O)CS(=O)CC(=O)Nc2ccc3c(c2)OCO3)C(C)C(=O)NC2CCCC2)c1C (configuration not stated)	-7	-1	-11	12	2	-2	-4	9	6	22	-2
43	C=CCNC(=S)N/N=C/c1ccc(-c2ccc(OC)cc2)o1	16	9	7	-4	-20	7	7	-5	1	-7	5
44	Cc1ncc(C[n+]2ccc(C)c(C)c2)c(N)n1	5	7	2	-3	10	9	-3	4	9	-8	2
45	O=C(c1ccc([N+](=O)[O-])cc1)N(Cc1ccccc1)Cc1ccccc1	2	20	-4	3	7	15	-7	11	5	-4	-27
46	Cc1cc(OCc2nc3ccccc3s2)ccc1N	17	-10	26	4	-104	-35	12	-119	-120	-20	-16
47	Cc1ccc(OCC(=O)N/N=C\c2cn(Cc3ccccc3)c3ccccc23)cc1C	-12	-16	7	-13	7	7	-9	21	8	-3	-6
48	CCn1cnc2c1c(=O)n(Cc1cccc(Br)c1)c(=O)n2Cc1ccccc1	-21	2	-3	-3	-22	4	5	5	-8	-5	0
49	COc1cc(CNn2nnnc2N)ccc1OCC(=O)NC(C)(C)C	-12	14	0	-1	0	1	-2	12	-16	-20	-6
50	CCOC(=O)C(C)Oc1ccc(C2NC(=O)NC(C)=C2C(=O)Nc2ccccc2C)cc1 (configuration not stated)	-12	9	17	5	31	4	-11	16	-14	-13	-1
51	Cc1nn(C)cc1C(=O)c1ccccc1	-14	4	11	-8	1	-2	-4	6	-9	-15	1
52	CC(C)CCNC(=O)CNC(=O)c1cccs1	-12	-21	-9	-1	-16	-4	-5	6	-31	-4	7
53	OCCN=C(c1ccccc1)C12CN3CN(CN(C3)C1)C2	-16	-10	3	-5	-5	-17	-2	20	10	18	5
54	CSCCC(NC(=O)c1ccoc1C)C(=O)O (configuration not stated)	7	0	-27	-7	-9	-3	0	15	-10	-6	-7
55	COc1cccc(C2=N/C(=C\N(C)C)C(=O)O2)c1	2	-40	-16	-1	-41	-17	6	-44	-38	-42	-3
56	O=S(CC(O)(c1ccccc1)c1ccccc1)CC(O)(c1ccccc1)c1ccccc1	-6	6	6	12	4	-4	-2	2	-1	9	-7
57	Cn1ncc(Cl)c(Oc2ccc(C(C)(C)C)cc2)c1=O	10	-30	-6	2	-17	-3	-1	9	0	-3	-6

Compound activity (PubChem)
